# High-throughput results (PubChem BioAssay)
# APE1 inh: inhibitors of human APE1 endonuclease | Potency, µM (top dose mostly 65.8 µM), for inactives: top-dose activity change, negative = inhibition, usual class: inhibitors | AID 2517 | P27695 | 0.35% of 350,000 active | recombinant APE1, TAMRA/BHQ-2 abasic DNA cleavage fluorescence;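 note: potency is the fitted concentration of half-maximal effect; plate controls were vehicle for no effect and reference inhibitor for full effect; nearly all actives have a fitted effect of over 55% in size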
#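 Readout is kinetic fluorescence (ex 525, em 598 nm) from cleavage of 50 nM TAMRA/BHQ-2 THF abasic duplex by 0.75 nM APE1, compound added 15 min beforehand at RT.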
# ERG-DNA inh: ERG Ets/DNA interaction inhibition; 0.028% of 370,000 active; Potency, µM (doses to about 76.9 µM), without a hit: at the top dose FP activity, negative = inhibition, most hits filed as inhibitors; P11308; fluorescence polarization, His-ERG Ets domain / labelled DNA; active = well fitted inhibition curve with a large enough effect in the polarisation, with a control signal flat; inconclusive = small, poorly fitted or top-dose-only effect, or effect the other way, or a change in a side signal; inactive = no such curve, though single readings can be large or run the other way; the % refers to the polarisation;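 note: polarization taken with two DNA probes labelled with fluorescein and Texas red; potency is the fitted concentration of half-maximal effect; % of control where 0% means no effect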
#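 His-tagged ERG Ets domain (1 uM in the protein solution; 300mM KCl, 50mM Tris-HCl, 1mM EDTA, 1mM DTT, pH 7.5) received compound, then a probe mix of 5 nM fluorescein-DNA and 100nM Texas-615-DNA. Fluorescence polarization was read for both dyes.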
# 12-LOX inh: inhibitors of human 12S-lipoxygenase ALOX12. P18054. purified 12hLO, xylenol orange hydroperoxide absorbance. Potency, µM (top dose mostly 108 µM), without a hit: at the highest dose activity change, negative = inhibition, most hits filed as inhibitors. 1.1% of 580,000 active. AID 1671190; note: potency is the fitted concentration of half-maximal effect; % is set by controls: 0 for no effect and ±100 for the full control effect
#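 Hydroperoxide product was detected by ferrous iron/xylenol orange as the 573 to 405 nm absorbance ratio. Arachidonic acid at 40 uM (final) was turned over for 30 min at room temperature by 150 nM human 12hLO, pH 7.0 Hepes buffer, after 15 min compound preincubation.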
# BLM helicase inh: inhibitors of human Bloom syndrome helicase BLM. recombinant BLM DNA unwinding, fluorescence dequenching. Potency, µM (series often up to 56.1 µM), for the others: at the highest dose activity change, negative = inhibition, actives largely listed as inhibitors. 0.2% of 350,000 active. AID 2528;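 note: potency is the fitted concentration of half-maximal effect; plate controls were vehicle for no effect and no enzyme for full effect; nearly all actives have a fitted effect of over 35% in size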
# Apoferritin bind: candidate novel general anesthetic via apoferritin binding; Potency, µM (top dose mostly 77.5 µM), for inactives: at the highest dose activity change, negative = displacement, most hits filed as inhibitors; AID 485281; P02791; 0.074% of 350,000 active; apoferritin/1-aminoanthracene competitive binding, fluorescence; note: potency is the fitted concentration of half-maximal effect; % is set by controls: 0 for no effect and ±100 for the full control effect; nearly all actives have a fitted effect of over 20% in size
# Target sequence (P02791 2-175 limits assumed): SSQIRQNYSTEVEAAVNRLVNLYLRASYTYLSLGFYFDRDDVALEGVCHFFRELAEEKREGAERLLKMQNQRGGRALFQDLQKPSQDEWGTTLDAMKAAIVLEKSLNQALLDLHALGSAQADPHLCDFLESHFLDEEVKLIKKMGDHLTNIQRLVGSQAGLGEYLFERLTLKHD
#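 Horse-spleen apoferritin (10 uM) in 50% saturated 1-aminoanthracene in PBS was incubated 10 min at room temperature with compound. Fluorescence (ex 380, em 535 nm) was normalized to free and bound 1-AMA, with concentration-response fitted by a four-parameter Hill equation.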
# Pol beta inh: blocks human DNA polymerase beta activity; P06746; Pol beta primer extension/strand displacement, fluorescence kinetic; Potency, µM (highest dose often 114 µM), without a hit: at the highest dose activity change, negative = inhibition, usual class: inhibitors; 1.3% of 340,000 active; AID 485314; note: potency is the fitted concentration of half-maximal effect; % is set by controls: 0 for no effect and ±100 for the full control effect
#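 Kinetic readout of DNA synthesis with strand displacement by Pol beta. Compound and 10 nM enzyme sit 15 min at room temperature; 50 nM substrate starts the reaction, read immediately and at 10 min.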
# POLI inh: blocks human DNA polymerase iota activity | Q9UNA4 | Pol iota fluorescent replication assay, 10 min | Potency, µM (doses to about 115 µM), for inactives: top-dose activity, negative = inhibition, actives largely listed as inhibitors | 1% of 390,000 active; note: potency is the fitted concentration of half-maximal effect
# Target sequence (Q9UNA4 whole entry, looked up): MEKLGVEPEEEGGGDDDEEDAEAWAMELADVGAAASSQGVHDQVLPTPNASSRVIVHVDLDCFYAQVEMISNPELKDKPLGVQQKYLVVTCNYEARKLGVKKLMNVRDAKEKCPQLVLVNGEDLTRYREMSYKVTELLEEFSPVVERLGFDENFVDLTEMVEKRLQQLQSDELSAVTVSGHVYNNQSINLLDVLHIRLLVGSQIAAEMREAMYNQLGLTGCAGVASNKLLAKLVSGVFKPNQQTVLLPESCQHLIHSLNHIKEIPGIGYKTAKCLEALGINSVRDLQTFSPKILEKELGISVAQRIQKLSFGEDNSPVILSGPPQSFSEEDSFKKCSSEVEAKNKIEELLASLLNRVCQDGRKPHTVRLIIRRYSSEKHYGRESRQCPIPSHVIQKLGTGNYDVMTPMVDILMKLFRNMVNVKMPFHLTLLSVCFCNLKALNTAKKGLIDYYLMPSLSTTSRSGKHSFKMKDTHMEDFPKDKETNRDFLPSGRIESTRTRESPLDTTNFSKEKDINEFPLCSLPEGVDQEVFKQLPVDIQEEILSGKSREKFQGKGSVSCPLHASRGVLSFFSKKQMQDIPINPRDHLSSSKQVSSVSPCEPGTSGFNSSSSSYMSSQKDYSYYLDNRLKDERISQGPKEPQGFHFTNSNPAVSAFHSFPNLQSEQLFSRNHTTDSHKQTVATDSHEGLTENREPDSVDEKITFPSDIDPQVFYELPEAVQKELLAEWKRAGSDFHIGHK
#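 Pol iota at 10 nM preincubated 15 min with compounds at room temperature; reaction started with fluorescent substrate, 50 nM final. Fluorescence read kinetically at 0 and 10 min; buffer-only wells as negative control.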
# TRHR agonist: agonists of human TRH receptor. TRHR cells, calcium flux fluo-8, FDSS agonist mode. activation, % at 2 µM. AID 493084. P34981. 0.18% of 360,000 active; in the data active = activation above about 30%; note: 0% is about no effect
#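 Fluo-8-loaded TRHR cells; 10 s baseline, compound added, kinetic Ca2+ fluorescence read 1/s, agonist mode.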
# POLK inh: DNA polymerase kappa (human) inhibition | Q9UBT6 | 0.53% of 400,000 active | purified Pol kappa, fluorescent DNA synthesis assay, 10 min | Potency, µM (titrated, usually from 107 µM), inactives show at the top dose activity, negative = inhibition, actives largely listed as inhibitors; note: potency is the fitted concentration of half-maximal effect; % is set by controls: 0 for no effect and ±100 for the full control effect
#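 First, compounds were pin-transferred onto 10 nM Pol kappa. After 15 min at room temperature, substrate was added to 50 nM final. Fluorescence was then measured kinetically at 0 and 10 min.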
# Starred values were filed as active, the others as inactive; i = inactive; ? = inconclusive; · = not tested or not shown; [ ] = remark or other dose. Unless noted, calls come from the whole dose curve; as a rule, active = well fitted curve in the direction sought with a large enough effect; inconclusive = small, poorly fitted or top-dose-only effect, or another doubt; inactive = no such curve, though single readings can be large; an effect the other way counts as inactive or inconclusive.
SMILES,APE1 inh,ERG-DNA inh,12-LOX inh,BLM helicase inh,Apoferritin bind,Pol beta inh,POLI inh,TRHR agonist,POLK inh
CC(C)(CNc1ccc([N+](=O)[O-])cc1C#N)N1CCOCC1,3%,2%,4%,-8%,-16%,0%,104%[activator],-1.4,-2%
CN(C)/C=C1\N=C(c2cccnc2Oc2ccc(Cl)cc2)OC1=O,19%,-1%,0%,-2%,-3%,5%,17%,-0.1,10%
COc1cccc(CNC(=O)c2csc3c2CCCC3)c1,-6%,5%,i,-6%,?,?,-9%,-0.8,-13%
CC(C)(C)n1nc2c(c1NC(=O)Cc1cccc3ccccc13)CS(=O)C2 (stereo not drawn),-9%,-7%,-20%,1%,-6%,-19%,31%[activator],-0.1,10%
O=C(CN1C(=O)NC(Cc2ccccc2)C1=O)Nc1ccc(OC(F)F)cc1 (stereo not drawn),5%,6%,-13%,·,·,·,9%,-0.3,-13%
CC(CN)(NS(=O)(=O)c1ccccc1)c1ccccc1 (stereo not drawn),-1%,-7%,-6%,2%,-7%,25%,103%[activator],-0.2,-4%
CSc1ncccc1C(=O)OCCCC(=O)c1ccc(F)cc1,3%,17%,291%[activator],·,·,·,4%,·,-12%
CCC(C)NC(=O)NC(=O)CSc1nnc(-c2ccccc2F)n1C1CC1 (stereo not drawn),-10%,-10%,-2%,-1%,5%,7%,27%,0.3,-5%
COc1cccc(-c2nc(-c3ccncc3)no2)c1,-5%,16%,7%,0%,-5%,60%,-10%,0.1,-3%
Nn1c(SCC(=O)N2CCCCCC2)nnc1-c1ccncc1,-4%,-5%,3%,-1%,3%,0%,-13%,1.8,-1%
O=C(OC(C(=O)NC1CCCCC1)c1ccc(C(F)(F)F)cc1)c1ccco1 (stereo not drawn),3%,-3%,8%,·,·,·,27%,1.9,1%
COc1ccc(NC(=O)c2nnn(CC(=O)Nc3ccccc3OC)c2N)c(OC)c1,35%,-5%,11%,-10%,-2%,-2%,-29%,-0.3,-12%
O=C(Nc1ccccc1Br)C(=O)N1CCCC1,-4%,-11%,-20%,4%,7%,14%,-8%,0.4,-12%
COCc1cc(C)nc(OCC(=O)N/N=C/c2cc(C)n(-c3c(C)cccc3C)c2C)c1C#N,1%,0%,6%,-7%,?,3%,0%,-2.1,-19%
Cc1ccc(C(=O)NCCc2nnc3ccc(NCCCN4CCOCC4)nn23)cc1,47%[activator],-8%,373%[activator],0%,-1%,32%,-6%,0.2,5%

# Full records as entered above. Order of values: APE1 inh, ERG-DNA inh, 12-LOX inh, BLM helicase inh, Apoferritin bind, Pol beta inh, POLI inh, TRHR agonist, POLK inh
# CN(C)/C=C1\N=C(c2cccnc2Oc2ccc(Cl)cc2)OC1=O is entered as 19%, -1%, 0%, -2%, -3%, 5%, 17%, -0.1, 10%
# COc1ccc(NC(=O)c2nnn(CC(=O)Nc3ccccc3OC)c2N)c(OC)c1 is entered as 35%, -5%, 11%, -10%, -2%, -2%, -29%, -0.3, -12%
# Cc1ccc(C(=O)NCCc2nnc3ccc(NCCCN4CCOCC4)nn23)cc1 is entered as 47%[activator], -8%, 373%[activator], 0%, -1%, 32%, -6%, 0.2, 5%
# CC(CN)(NS(=O)(=O)c1ccccc1)c1ccccc1 (stereo not drawn) is entered as -1%, -7%, -6%, 2%, -7%, 25%, 103%[activator], -0.2, -4%

# Next results follow.
SMILES,APE1 inh,ERG-DNA inh,12-LOX inh,BLM helicase inh,Apoferritin bind,Pol beta inh,POLI inh,TRHR agonist,POLK inh
Cc1ccc(N=Cc2c(O)n(-c3nccs3)c(=O)c3ccccc23)c(C)c1,5%,-3%,-14%,-6%,0%,9%,4%,-1.4,2%
CN(C(=O)CSc1ncnc2sc3c(c12)CCCC3)C1CCS(=O)(=O)C1 (stereo not drawn),6%,10%,-4%,·,·,·,34%[activator],·,-15%
O=C(NCc1ccccn1)c1ccc(OC2CCN(Cc3ccc(F)cc3F)CC2)cc1,1%,3%,6%,-4%,-6%,31%,52%[activator],0.5,1%
COc1cc(C(F)(F)F)c(C(=O)N(C)Cc2cccc(Cl)c2)cn1,-1%,0%,?,-4%,3%,3%,-7%[58.9 µM],-0.7,-2%
Cc1nc2ccccn2c1-c1csc(Nc2cccc(O)c2)n1,15%,8%,-10%,-5%,-8%,22%,67%[activator],0.2,5%
COc1cccc(NC(=S)N(CCN2CCCCC2)Cc2ccco2)c1,-1%,-4%,-2%,-4%,-15%,-26%,6%,-0.1,-1%
O=C1c2ccsc2SCCN1Cc1ccc(Cl)cc1,-3%,0%,152%[activator],-3%,?,7%,8%,-0.2,-7%
COc1ccc(S(=O)(=O)N2CCc3ccccc3C2)cc1OC,-6%,-2%,5%[57.4 µM],-2%,-16%,23%,-5%,0.3,-12%
CCCc1cc(NCC2CCCO2)n2c(nc3ccccc32)c1C#N (stereo not drawn),-7%,-3%,1%,-10%,517%[activator],5%,-10%,-0.6,-13%
O=C(N/N=C/c1ccc(O)cc1)c1cc(C23CC4CC(CC(C4)C2)C3)[nH]n1,-1%,-2%,3%,-10%,?,0%,-14%,-0.4,-5%
CCOC(=O)c1cn(Cc2ccccc2)nc1-c1ccccc1,·,5%,42%,·,·,·,18%,·,-6%
COc1ccc([C@H]2/C=C\CN(S(=O)(=O)c3cccc4cccnc34)[C@@H](C)C(=O)N2Cc2ccc(F)cc2)cc1,·,-1%,-7%,·,·,·,21%,·,5%
Cc1c(C#N)sc2nc(-c3ccccc3)nc(N3CCCC3)c12,-4%,0%,147%[activator],-8%,36%[activator],-26%,10%,-2.1,-6%
COc1ccc(OC)c(NC(=O)NCCc2cccc(Cl)c2)c1,-3%,2%,-5%,-8%,-2%,3%,-6%,-3.0,12%
CCC1CN(C(=O)Nc2ccc(Br)cc2F)c2ccccc2S1 (stereo not drawn),·,-2%,-15%,-4%,?,2%,2%,-0.5,-10%
O=C(Nn1c(COc2ccccc2)nc2ccccc2c1=O)C(Cl)(Cl)Cl,50%[activator],3%,?,-2%,1%,-6%,?,-0.2,1%
N#Cc1ccsc1NC(=O)COc1ccc(-c2nnco2)cc1,-5%,-3%,21%,-15%,-12%,?,?,1.0,-41%
COc1ccc(/C=C/C(=O)OCC(=O)Nc2ccc(Cl)cc2F)cc1S(=O)(=O)N1CCOCC1,15%,·,-1%,-2%,-11%,10%,12%,-0.1,-11%
CCOc1ccc(N(CC(=O)Nc2ccccc2)S(C)(=O)=O)cc1,-1%,1%,?,-1%,-9%,12%,0%,-0.1,-5%
Cc1cc(C)n(C(=O)Cn2nc(C(F)F)cc2C)n1,-2%,-9%,0%,6%,-15%,-15%,3%,-0.1,-15%
CC(C)CN(C(=O)CC1OC(=O)c2ccccc21)c1c(N)n(Cc2ccccc2)c(=O)[nH]c1=O (stereo not drawn),?,-21%,-30%,·,·,·,17%,0.1,4%
O=C(O)CNS(=O)(=O)c1cccc2nsnc12,1%,0%,0%,0%,-3%,1%,38%[activator],0.5,-10%
CC(C)C1N(C(=O)N(C)C)CCN1S(=O)(=O)c1ccccc1 (stereo not drawn),-13%,-11%,0%,-2%,7%,59%,39%[activator],-0.1,-2%
Cc1cc(C)nc(NS(=O)(=O)c2ccc(NC(=O)c3ccc(S(=O)(=O)N(C)C)cc3)cc2)n1,34%,-1%,22%,-5%,-19%,1%,-1%,0.0,-11%
CCCOc1ccc(N2C(=O)CC(SC(=NCC)Nc3cccc(F)c3)C2=O)cc1 (stereo not drawn),6%,1%,-1%,-11%,-2%,-14%,17%,0.5,-13%
O=C(Oc1ccc(C(=S)N2CCOCC2)cc1Br)c1ccccc1F,-5%,·,?,4%,-10%,34%,?,-0.1,-4%
COCCSc1ccccc1C(=O)NCc1ccco1,1%,·,?,0%,-3%,?,11%,-0.8,-3%[60.1 µM]
O=c1c(C/C=C/c2ccccc2)c(O)ccn1Cc1ccc(Cl)cc1Cl,0%,3%,-25%,-9%,-5%,6%,-25%,0.2,-16%
CC(=O)Nc1ccc(S(=O)(=O)N2CCN=C2SCc2ccc([N+](=O)[O-])cc2)cc1,0%,-13%,·,-1%,?,-1%,4%,1.0,-2%
COc1cccc(CN2CCN(c3nc4nonc4nc3NC3CC3)CC2)c1,-9%,-5%,0%,4%,-19%,-21%,72%[activator],0.6,-12%
CCc1noc(C)c1C(=O)N1CCN(S(=O)(=O)c2c(C)cc(C)cc2C)CC1,5%,-4%,7%,·,·,·,25%,-0.1,0%
CN(C)C(=O)[C@H]1C[C@H]1[C@@H](O)[C@H](CO)NC(=O)[C@H](COCc1ccccc1)NC(=O)OC(C)(C)C,61%[activator],4%,10%,0%,2%,11%,-8%,0.5,16%
COc1ccc(-c2cn3c(C)c(C(=O)Nc4cccc(NC(C)=O)c4)sc3n2)cc1,-2%,-6%,-24%,-5%,7%,?,2%,·,-23%
c1ccc2c(NCCc3c[nH]c4ccccc34)c3ccccc3nc2c1,?,2%,0%,6%,4%,13µM*,?,0.4,-3%
COCCCNC(=O)c1c(NC(=O)Cc2coc3cc(C)ccc23)sc2c1CCCC2,·,-2%,?,-12%,29%,-10%,9%,-0.3,-3%
CC(=O)Nc1ccc(C(=O)OCc2ccccc2Cl)cc1,-1%,2%,-1%,-1%,-3%,0%,39%,0.4,3%
Cc1cc(Br)ccc1NC(=O)C(NS(=O)(=O)c1cccs1)c1ccccc1 (stereo not drawn),·,0%,?,-4%,-3%,11%,0%,-1.1,6%
COc1ccc(C(C)NC(=O)c2ccc(Cl)cc2)cc1OC (stereo not drawn),-5%,·,-5%,-1%,-9%,86%,15%,-0.9,-10%
CCN(CC)C(=O)C(=O)c1cccn1-c1ccccc1C#N,-2%,2%,124%[activator][57.4 µM],-1%,-3%,4%,13%,0.8,-4%
COc1ccc(C(=O)NCc2ccc(F)cc2)cc1S(=O)(=O)N1CCCC1,11%,5%,-50%,·,·,·,11%,-0.1,-5%

# Only part of the results is shown; count on the stated rates, not on these rows.
